Myeloid diff 2: promotes myeloid progenitor differentiation | 360,000 tested, 1% active | calls only at 10 µM | ER-HoxA9 myeloid progenitors, lysozyme-GFP differentiation, flow cytometry | AID 624256;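 active = normalized GFP-positive differentiation at or above the plate's own cutoff, the solvent-only control mean plus 3 SD; inconclusive = no clear call, values can overlap the other calls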;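 note: cells exposed to compound for four days before flow analysis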
Myeloid diff 2 GFP+ MAC1+ %: also measured in Myeloid diff 2; calls as there; GFP+ MAC1+ double positive, %; measured here: differentiation confirmed by MAC1 staining
* = called active by the depositor; i = inactive; u = inconclusive; x = not tested or not shown; + = active, no number. The list is partial; count on the stated rates, not on these rows.

SMILES	Myeloid diff 2	Myeloid diff 2 GFP+ MAC1+ %
O=C1O[C@@H](c2ccccc2)C[C@@H](O)[C@H](O)CCCCc2ccccc21	i	1.3
O=C1C=C(OCCF)CC(c2ccccc2C(F)(F)F)O1 (stereo not drawn)	i	2.5
O=C(NCc1ccccc1)C(c1cc2ccccc2o1)n1c(=O)c(-c2cc3ccccc3[nH]2)nc2ccccc21 (stereo not drawn)	i	2.7
Cc1nc2c(OCc3ccc(Cl)cc3Cl)cccn2c1N(C)Cc1cccs1	i	0.7
COc1ccc(CC(N)c2csc(NC(=O)Nc3cc(OC)ccc3OC)n2)cc1 (stereo not drawn)	i	1.7
O=C(NC1CCCCC1)c1cccc2c(-c3ccc(F)c(F)c3)coc12	i	1.0
COc1ccc(S(=O)(=O)N2CCC[C@H]2C(=O)N2CCC[C@H]2C(=O)N[C@@H](C)c2ccccc2)cc1C	i	1.4
CC(C)c1ccccc1NC(=O)Nc1nnc([C@@H]2C[C@H](O)[C@@H](CO)O2)s1	i	0.2
CCOC(=O)C1CCCN(C(=O)c2ccc3sccc3c2)CC1 (stereo not drawn)	i	0.7
Cc1cccc(C)c1NC(=O)C1(C)CSCC(=O)N1C1CCN(Cc2ccccc2)CC1 (stereo not drawn)	i	2.3
Nc1c(-c2ccc(F)cc2)nc2ncccn12	i	1.0
CC1(C)NC(=O)C(CCc2ccccc2)NC1=O (stereo not drawn)	i	0.9
Nc1nc2ccccc2n1S(=O)(=O)c1ccccc1	i	0.3
CS(=O)(=O)Nc1ccccc1-c1cccc2nccn12	i	2.0
OC(c1cccnc1)c1nc(/C=C/c2ccc(C(F)(F)F)cc2)cs1 (stereo not drawn)	i	0.3
CCOc1ccc(Cl)cc1-c1cc(C(=O)NCc2ccccc2OC)[nH]n1	i	1.4
CCOc1ccc(-c2cc(C(=O)Nc3cccc(C(F)(F)F)c3)[nH]n2)c(C)c1	i	1.7
CCC(CC)C(=O)N(C)c1c(C)nc2c(OCc3ccc(C#N)cc3)cccn12	i	0.3
CCOC(=O)[C@]12CCCC=C1N(CCC1=CCCCC1)C(=O)[C@H](CC(=O)NCc1ccc(C)o1)C2	i	5.1
COc1ccc(CNC(=O)c2sc(=O)n(Cc3ccccc3C)c2C)cc1	i	2.9
COc1ccc(-c2csc(C(O)(c3ccccc3)C(F)(F)F)n2)cc1 (stereo not drawn)	i	0.7
Cc1ccc([C@@H]2CC(=O)[C@@H]3CN(S(=O)(=O)c4ccc(C)cc4)[C@H](c4ccccc4)C[C@@H]3N2S(=O)(=O)c2ccc(C)cc2)cc1	i	0.9
CC1(C(=O)NS(=O)(=O)Cc2ccccc2)CCN1C(=O)c1ccc(C2CCCCC2)cc1 (stereo not drawn)	i	0.0
CCNC(=O)C1(C)CCN(Cc2noc(-c3c(C)noc3C)n2)C1 (stereo not drawn)	i	1.3
Cc1ccc(F)c(S(=O)(=O)NC(=O)C2(C)CCN2C(=O)Cc2ccc(Cl)cc2Cl)c1 (stereo not drawn)	i	0.4
Continued.
SMILES	Myeloid diff 2	Myeloid diff 2 GFP+ MAC1+ %
CCOC(=O)[C@]12CCCC=C1N(Cc1ccc(Cl)cc1Cl)C(=O)[C@H](CC(=O)NCc1cccc3ccccc13)C2	i	1.3
C=Cc1ccc(Cn2c(C)c(C(=O)NCc3ccc(C#N)cc3)sc2=O)cc1	i	1.4
Cc1ccc(S(=O)(=O)NC(=O)C2(C)CCN2C(=O)Cc2cccs2)cc1 (stereo not drawn)	i	1.2
Cc1ccc(N2CCN(C(=O)C(=O)c3cccc(Br)c3)CC2)cc1	i	1.5
CCOc1cc(C=NNC(=O)N(c2ccccc2)c2ccccc2)ccc1O	i	1.4
O=C(NC(Cc1c[nH]c2ccccc12)C(=O)O)OCC1c2ccccc2-c2ccccc21 (stereo not drawn)	i	0.7
CCOc1ccccc1N(CC)C(=O)c1cc2c(s1)-c1ccccc1S(=O)(=O)C2	i	12
Cc1ccc(P(=O)(c2ccc(C)cc2)[C@@H](NC(c2ccccc2)c2ccccc2)c2ccccc2)cc1	i	1.2
COCCNC(=O)C1(C)CCCN(Cc2ccccc2N(C)C)C1 (stereo not drawn)	i	0.4
CCOC(=O)[C@]12CCCC=C1N(Cc1ccc(Cl)cc1Cl)C(=O)[C@H](CC(=O)N1CCN(C(=O)C3CC3)CC1)C2	i	1.0
O=C(NCC[C@@H]1CC[C@@H](NS(=O)(=O)Cc2ccccc2)[C@@H](CO)O1)C1CC1	i	1.3
CCC(CC)C(C(=O)NCc1ccccc1)N1CCN(CCN2CCOCC2)CC1 (stereo not drawn)	i	1.8
CCOC(=O)C1(C)CCCN(C(=O)c2ccccc2)C1 (stereo not drawn)	i	0.4
CC1(C(=O)NS(=O)(=O)Cc2ccccc2)CCN1C(=O)C1(c2ccc(Cl)cc2)CC1 (stereo not drawn)	i	1.0
O=C(N[C@@H]1CC[C@@H](CCNC(=O)C2CCOCC2)O[C@@H]1CO)c1ccncc1	i	1.7
CC(=O)C1=CCC(c2ccc(Cl)cc2)N(S(=O)(=O)c2ccccc2)C1 (stereo not drawn)	i	1.2
CCCCC(c1nc2ccccc2[nH]1)n1c(-c2ccccc2)nc2ccccc21 (stereo not drawn)	i	1.6
CCCNC(=O)C1(C)CCCN(Cc2noc(-c3c(C)noc3C)n2)C1 (stereo not drawn)	i	1.2
COc1ccc(NC(=O)Cn2nnc(-c3ccccc3)c2COc2ccc3ccccc3c2)cn1	i	0.7
O=C(Nc1ccc(Cl)cc1)c1ccc2sc([C@@H]3O[C@H](CO)[C@H](O)[C@H](O)[C@H]3O)nc2c1	i	0.7
CCCCn1nnnc1C1(C)CCC(=O)N1Cc1cccc(F)c1 (stereo not drawn)	i	1.1
COc1c(C)cc(C(O)c2ncc(-c3ccccc3F)[nH]2)cc1C (stereo not drawn)	i	0.8
OC(c1ccccc1)(c1ccccc1)C1CCN(CCCOc2ccccc2Cl)CC1	i	1.9
Cc1ccccc1NC(=O)Nc1nc(CN)cs1	i	0.7
CC(C)(C)c1ccc(S(=O)(=O)NC(=O)C2(C)CCN2C(=O)Cc2ccc(Cl)cc2Cl)cc1 (stereo not drawn)	i	0.3
The listing continues:
SMILES	Myeloid diff 2	Myeloid diff 2 GFP+ MAC1+ %
C1C2CC3C1C3C2=NN=C1C2CC3C(C2)C13	i	0.4
CCc1nc2ccc(C(=O)NCCC(C)C)cn2c1N(C)Cc1ccc(OC)cc1	i	1.4
COC(=O)[C@]12CCCCC=C1N(Cc1ccc3c(c1)OCO3)C(=O)[C@H](CC(=O)NCCc1ccccc1OC)C2	i	3.4
CC(=O)Nc1ccc(-c2ccnc3c2CC(C(=O)Nc2cccc(C(F)(F)F)c2)O3)cc1 (stereo not drawn)	+	4.5*
COCCNC(=O)C1(C)CCCN(C(=O)c2ccccc2OC(F)(F)F)C1 (stereo not drawn)	i	1.0
COc1ccc(CCCNC(=O)C2(C)Cc3c(-c4ccc(C(N)=O)cc4)ccnc3O2)cc1 (stereo not drawn)	i	3.3
CCc1nc2c(OCC3COc4ccccc4O3)cccn2c1N(C)C(=O)c1cccs1 (stereo not drawn)	i	1.0
COC(=O)c1ccc2nc(C3CCCCC3)c(Cc3cccc(F)c3)n2c1	i	0.7
Oc1ccc(-c2cnc3c(Nc4cccc(OC(F)(F)C(F)F)c4)nccn23)cc1	+	4.6*
CCC(=O)N1CCCC1(C)C(=O)Nc1ccc(OC(F)F)cc1 (stereo not drawn)	i	1.7
COc1ccc(NC(=O)c2cc(C3CCCCN3S(=O)(=O)Cc3ccccc3)on2)cn1 (stereo not drawn)	i	1.0
COc1cccc(C(NC(C)=O)c2nc(-c3cccc(O)c3)cs2)c1 (stereo not drawn)	i	1.2
CCCS(=O)(=O)NC(=O)C1(C)CCCN(C(=O)c2cccnc2Oc2ccccc2)C1 (stereo not drawn)	i	0.8
Nc1ccn([C@@H]2O[C@H](C(=O)N3CCN(c4ccc(Cl)cn4)CC3)[C@@H](O)[C@H]2O)c(=O)n1	i	1.4
O=C(NCc1ccccc1)c1cc(C2CCCCN2S(=O)(=O)c2ccccc2)on1 (stereo not drawn)	i	1.1
O=C(NCc1cccnc1)c1cc(C2CCCCN2C(=O)c2ccccc2)on1 (stereo not drawn)	i	1.8
COC1C(=O)CCC2(CO2)C1(O)C1(C)OC1CC=C(C)C (stereo not drawn)	u	x
CCCCn1c(OC(=S)N(CC)CC)cc(C)nc1=S	i	1.4
COc1ccc(OC)c(S(=O)(=O)NC(=O)C2(C)CCN2C(=O)c2ccco2)c1 (stereo not drawn)	i	0.2
COc1cccc(-c2c(-c3ccccc3OC)ncn2Cc2cccc(-c3ccccc3)c2)c1	i	2.0
CNc1ncnc2c1ncn2[C@H]1CN(Cc2cccnc2)C[C@@H](CO)O1	i	1.3
CCCCNC(=O)C1C(c2ccc(C(F)(F)F)cc2)=Nc2ccccc2N1C(=O)c1cccc2ccccc12 (stereo not drawn)	i	3.5
Nc1nc(N)c2c(ccc3c2ccn3Cc2cccc([N+](=O)[O-])c2)n1	+	7.3*
Cc1ccccc1OC1(C)CCN(Cc2ccc3ccccc3c2)C1 (stereo not drawn)	i	0.8
O=C(NCC(F)(F)F)c1ccc2sc([C@@H]3O[C@H](CO)[C@H](O)[C@H](O)[C@H]3O)nc2c1	i	0.5
The list goes on:
SMILES	Myeloid diff 2	Myeloid diff 2 GFP+ MAC1+ %
CCC(c1nnnn1-c1ccc2c(c1)OCCO2)N1CCN(C(=O)c2ccco2)CC1 (stereo not drawn)	i	0.8
Clc1ccc2nc(-c3ccco3)c(Cc3ccccc3)n2c1	i	0.7
COc1ccccc1CNC(=O)C[C@H]1CC[C@@H]2[C@H](COC[C@H](O)CN2Cc2ccc3c(c2)OCO3)O1	i	2.0
O=C1NC[C@@H](CCCCN2C[C@H](Cc3ccccc3)N(CC3CCCCC3)C(=O)C2=O)N(CCc2ccc(O)cc2)C1=O	i	0.6
COc1ccc(-c2oc3c(c2C(=O)OCCCO)C(OCCO)CCC3)cc1 (stereo not drawn)	i	0.5
O=C(NCc1ccc(F)cc1)c1cc(C2CCCCN2S(=O)(=O)Cc2ccccc2)on1 (stereo not drawn)	i	1.0
COc1cccc(C(C)(O)c2nc(-c3cccc(C#N)c3)cs2)c1 (stereo not drawn)	i	0.5
C=C[C@]1(C)C=C2C(=O)[C@@]3(O)OC(=O)[C@@]4(CCCC(C)(C)[C@H]34)[C@@]2(O)CC1	u	x
CS(=O)(=O)N1CCCCC1c1cc(C(=O)NCc2ccccc2)no1 (stereo not drawn)	i	1.2
CNc1ncnc2c1ncn2[C@H]1CN(Cc2ccc3c(c2)OCO3)C[C@@H](CO)O1	i	0.6
CCCCC[C@@H](C)N1C[C@@H](COCc2ccccc2)Oc2cc(N3CCC[C@@H]3CO)ccc2S1(=O)=O	i	0.6
CCCCN(C)C(=O)c1sc(=O)n(Cc2ccccc2F)c1C	i	2.6
CCc1ccc2c(c1)NC(=O)C2(C)Cc1ccc(Cl)cc1 (stereo not drawn)	i	1.9
CC1(C(=O)Nc2ccc3c(c2)OCO3)CCN1C(=O)Cc1cccc2ccccc12 (stereo not drawn)	i	0.3
Cn1nc(C(C)(C)C)cc1C(=O)N1CCCCC1c1cc(C(=O)NCc2ccccc2)no1 (stereo not drawn)	i	1.6
O=C(NCc1ccccn1)[C@@H]1CCCN1C(=O)[C@@H]1CCCN1C(=O)c1c(F)cccc1F	i	0.9
CCCCn1nnnc1C(c1ccccc1)N1CCN(c2ccc(OC)cc2)CC1 (stereo not drawn)	i	0.7
CC(=O)NCCNc1nc2cc(-c3ccccc3)sc2c(=O)n1C	i	0.6
COc1cc(-c2cc(NC=O)c3ncc(-c4ccc(C(C)=O)cc4)n3c2)cc(OC)c1OC	i	1.0
CN(Cc1cnn(-c2ccc(F)cc2)c1)C(=O)[C@H]1O[C@@H](n2ccc(N)nc2=O)[C@H](O)[C@@H]1O	i	1.4
CCOC(=O)Cc1ccc(Nc2nc(NCCOC)nc3ccsc23)cc1	i	1.1
O=C(NCCC(F)(F)F)C1Cc2c(-c3ccc(Cl)cc3)ccnc2O1 (stereo not drawn)	i	0.5
CC(C)=C[C@H]1C[C@H](C)[C@H]2CC[C@H](C)c3c(O[C@@H]4O[C@@H](C)[C@@H](O)[C@@H](O)[C@@H]4O)c(O)c(C)c1c32	i	2.5
Cc1cccc(S(=O)(=O)NC(=O)C2(C)CCN2C(=O)c2c(C)noc2C)c1 (stereo not drawn)	i	1.7

Six entries drawn at random from those above:
SMILES	Myeloid diff 2	Myeloid diff 2 GFP+ MAC1+ %
CCOc1ccccc1N(CC)C(=O)c1cc2c(s1)-c1ccccc1S(=O)(=O)C2	i	12
Cc1cccc(S(=O)(=O)NC(=O)C2(C)CCN2C(=O)c2c(C)noc2C)c1 (stereo not drawn)	i	1.7
CS(=O)(=O)N1CCCCC1c1cc(C(=O)NCc2ccccc2)no1 (stereo not drawn)	i	1.2
CCc1ccc2c(c1)NC(=O)C2(C)Cc1ccc(Cl)cc1 (stereo not drawn)	i	1.9
COCCNC(=O)C1(C)CCCN(Cc2ccccc2N(C)C)C1 (stereo not drawn)	i	0.4
O=C(NCc1ccc(F)cc1)c1cc(C2CCCCN2S(=O)(=O)Cc2ccccc2)on1 (stereo not drawn)	i	1.0

Some of the entries so far, with values under each structure.
Order of results – Myeloid diff 2, Myeloid diff 2 GFP+ MAC1+ %
COc1cc(-c2cc(NC=O)c3ncc(-c4ccc(C(C)=O)cc4)n3c2)cc(OC)c1OC
    i, 1.0
CN(Cc1cnn(-c2ccc(F)cc2)c1)C(=O)[C@H]1O[C@@H](n2ccc(N)nc2=O)[C@H](O)[C@@H]1O
    i, 1.4
CCOC(=O)Cc1ccc(Nc2nc(NCCOC)nc3ccsc23)cc1
    i, 1.1
O=C(NCCC(F)(F)F)C1Cc2c(-c3ccc(Cl)cc3)ccnc2O1 (stereo not drawn)
    i, 0.5
CC(C)=C[C@H]1C[C@H](C)[C@H]2CC[C@H](C)c3c(O[C@@H]4O[C@@H](C)[C@@H](O)[C@@H](O)[C@@H]4O)c(O)c(C)c1c32
    i, 2.5

As a working copy, some entries already given:
SMILES	Myeloid diff 2	Myeloid diff 2 GFP+ MAC1+ %
CCC(c1nnnn1-c1ccc2c(c1)OCCO2)N1CCN(C(=O)c2ccco2)CC1 (stereo not drawn)	i	0.8
Clc1ccc2nc(-c3ccco3)c(Cc3ccccc3)n2c1	i	0.7

Screening results (PubChem BioAssay)
